PI5P4Ka inh: PI5P4K alpha (human) kinase inhibition; 1.2% of 330,000 active; max response, %; P48426; PI5P4Kalpha enzyme, ADP-Glo luminescence, 60 min; active compounds read low; active = max response of -50% or lower; inconclusive = between -30% and -50%; inactive = -30% or higher; note: value at the top dose of about 77 µM; % is set by controls: 0 for no effect and ±100 for the full control effect
Target sequence (P48426 whole entry, looked up): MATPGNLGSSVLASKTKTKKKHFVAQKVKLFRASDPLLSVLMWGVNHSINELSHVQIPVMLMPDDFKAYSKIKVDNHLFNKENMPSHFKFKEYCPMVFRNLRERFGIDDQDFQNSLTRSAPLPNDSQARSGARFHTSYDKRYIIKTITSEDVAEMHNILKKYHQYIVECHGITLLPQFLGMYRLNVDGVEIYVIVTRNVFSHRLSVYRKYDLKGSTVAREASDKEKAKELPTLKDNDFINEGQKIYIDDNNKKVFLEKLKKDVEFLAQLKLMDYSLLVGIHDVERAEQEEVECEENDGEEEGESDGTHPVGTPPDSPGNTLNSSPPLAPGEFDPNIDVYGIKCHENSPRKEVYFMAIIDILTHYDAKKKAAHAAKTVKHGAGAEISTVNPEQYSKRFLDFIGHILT
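ADP-Glo luminescence end-point read after a 60 min room-temperature kinase reaction of PI5P4Kalpha plus substrate, initiated with ATP at 5 microM final. Buffer: 0.038 M HEPES pH 7.4, EGTA, 0.1% CHAPS, 5% DMSO.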
GLP1R ag: agonists of human GLP-1 receptor | P43220 | AID 624172 | HEK293 GLP-1R CRE-luciferase, luminescence, 4-6 h; cells express a hypersensitive GLP-1R form | Potency, µM (series often up to 45.6 µM), for inactives: at the highest dose activation, most hits filed as activators | 0.007% of 380,000 active; note: potency is the fitted concentration of half-maximal effect; % of control where 0% means no effect
Target sequence (P43220 whole entry, looked up): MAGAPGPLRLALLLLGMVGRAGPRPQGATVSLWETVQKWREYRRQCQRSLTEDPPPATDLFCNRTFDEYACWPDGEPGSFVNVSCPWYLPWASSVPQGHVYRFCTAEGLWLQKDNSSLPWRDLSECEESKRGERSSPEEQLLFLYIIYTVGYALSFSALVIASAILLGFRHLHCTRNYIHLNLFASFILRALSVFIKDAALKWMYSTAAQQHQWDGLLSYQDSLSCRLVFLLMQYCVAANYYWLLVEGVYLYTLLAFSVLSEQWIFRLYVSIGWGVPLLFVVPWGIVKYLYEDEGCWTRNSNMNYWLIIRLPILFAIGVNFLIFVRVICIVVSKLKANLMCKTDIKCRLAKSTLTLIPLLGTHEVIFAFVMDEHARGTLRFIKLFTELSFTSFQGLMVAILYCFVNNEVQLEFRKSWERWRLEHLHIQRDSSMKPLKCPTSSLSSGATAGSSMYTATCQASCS
PTHR1 ag: activates the human parathyroid hormone receptor PTHR1 | HEK293 GP2 PTHR1 cells, GloSensor cAMP luminescence, 1 h | Potency, µM (top dose mostly 115 µM), for the others: at the highest dose activation, hits mostly activators | AID 743266 | Q03431 | 0.075% of 410,000 active; note: potency is the fitted concentration of half-maximal effect; nearly all actives have a fitted effect of over 55% in size; some results filed as inactive show a strong effect at the top dose; inactives centre near -15; many of its hits are not listed in these tables
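HEK-293-derived GP2 cells expressing PTHR1 and a GloSensor cAMP reporter, 3,000/well, plated overnight, given luciferin plus IBMX (each 0.5 mM as added) for 1 h at 37 °C, then compound for 1 h at 37 °C. Luminescence was read after 15 min at room temperature.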
EPAC1 antagonist: blocks human EPAC1 exchange factor | O95398 | EPAC1 GEF assay, Rap1b-BODIPY-GDP exchange fluorescence | Potency, µM (series often up to 115 µM), without a hit: at the top dose activity change, negative = inhibition, hits mostly inhibitors | 0.14% of 360,000 active;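 note: potency is the fitted concentration of half-maximal effect; plate controls were vehicle for no effect and positive control for full effect; nearly all actives have a fitted effect of over 50% in size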
GLP-1R inv ag: inverse agonists of human GLP-1 receptor; P43220; HEK293 GLP-1R CRE-luciferase, luminescence, 24 h; GLP-1R form is constitutively active; Potency, µM (top dose mostly 38.3 µM), for the others: at the highest dose activity change, negative = inhibition, hits mostly inhibitors; 1.6% of 410,000 active; AID 624417; note: potency is the fitted concentration of half-maximal effect; % is set by controls: 0 for no effect and ±100 for the full control effect; nearly all actives have a fitted effect of over 55% in size
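Using stably transfected HEK293 (constitutively active GLP-1R, cAMP-luciferase reporter), compounds were incubated 24 hr and luciferase measured by luminescence.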
PLK1 PBD inh: blocks phosphopeptide binding to human PLK1 polo-box domain; P53350; Plk1 PBD binding of FITC phosphopeptide, fluorescence polarization; Potency, µM, inactives show max response, negative = inhibition, actives largely listed as inhibitors; 2.8% of 360,000 active; AID 720504; note: potency is the fitted concentration of half-maximal effect; series mostly up to about 57 µM; % is set by controls: 0 for no effect and ±100 for the full control effect; nearly all actives have a fitted effect of over 65% in size
IL2 activator: IL-2 activation. IL-2 activation reporter assay, cell-based qHTS; stimulated with anti-CD3/CD4/CD28 beads; in transgenic mouse T cells. activation, % (series mostly up to about 46 µM). 0.065% of 360,000 active. AID 652025; in the data active = activation above about 50%; inconclusive = mostly about 30% to 49%; note: 0% is about no effect
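Screening format: compound pinned onto unstimulated transgenic mouse T cells, 60 min incubation, then anti-CD3/anti-CD4/anti-CD28 bead stimulation for 18 hours at 37 degrees C, followed by EGFP and DsRed detection.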
HEK293 tox: cytotoxic in the GLP-1 receptor inverse agonist counter-screen; HEK293 cAMP-luciferase reporter cells, luminescence, 24 h; Potency, µM (top dose mostly 38.3 µM), for inactives: at the top dose activity change, negative = inhibition, hits mostly inhibitors; 0.13% of 410,000 active; AID 624418;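 note: loss of luciferase light is scored as toxicity; potency is the fitted concentration of half-maximal effect; % is set by controls: 0 for no effect and ±100 for the full control effect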
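Cells in DMEM/10% Nu serum/1% pen-strep, 1536-well format. Pre-incubated 12 h, dosed with 23 nL compound, incubated a further 24 h. Luciferase detection, 12 min at room temp, luminescence.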
EPAC1 ag: EPAC1 (human) agonism; O95398; EPAC1 agonist qHTS, biochemical assay; response scale: 100% = response to 6.5 mM cAMP; Potency, µM (series often up to 154 µM), for inactives: at the top dose activation, usual class: activators; 0.073% of 360,000 active; AID 720707; note: potency is the fitted concentration of half-maximal effect; nearly all actives have a fitted effect of over 60% in size
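Multi-concentration qHTS readout: loss of Rap1B-bound BODIPY-GDP fluorescence driven by 100 nM EPAC1 with excess GDP (50 uM), monitored kinetically at room temperature; agonist response expressed relative to 6.5 mM cAMP.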
* marks the source's active call; other numbers are inactive results; i = inactive; ? = inconclusive; nt = no result given; & = joins results of further samples; [ ] = remark or other dose. Unless noted, calls come from the whole dose curve; as a rule, active = well fitted curve in the direction sought with a large enough effect; inconclusive = small, poorly fitted or top-dose-only effect, or another doubt; inactive = no such curve, though single readings can be large; an effect the other way counts as inactive or inconclusive. This is a subset; count on the stated rates, not on these rows.

mol | IL2 activator | GLP1R ag | EPAC1 antagonist | PTHR1 ag | HEK293 tox | PLK1 PBD inh | EPAC1 ag | PI5P4Ka inh | GLP-1R inv ag
COCc1c(C(=O)OCC(=O)N2CCCC2=O)oc2ccccc12 | 1.2 | 11.6% | -6.0% | -0.8% | 2.3% | -3.4% | 5.9% | -0.4 | 25.7%
COc1ccccc1N(CC(=O)N1CCOCC1)S(C)(=O)=O | 1.5 | 0.5% | 3.2% | -16.4% | 6.4% | -4.9% | 1.7% | -8.0 | 2.1%
CCn1c(Cc2ccccc2)nnc1SC(C)C(=O)NC1CC1 (stereo not given) | -3.2 | -17.4% | 0.8% | i | 16.4% | -6.0% | 6.1% | 8.1 | -17.6%
CCSc1ccccc1-c1nc(-c2ccncc2)no1 | -3.4 | 27.9% | -25.7% | i | 21.6% | -13.7% | 12.0% | -2.3 | 4.0%
Cc1ccc(CC2CC(=O)N(c3ccncc3)C2=O)cc1 (stereo not given) | -1.6 | -15.0% | -12.2% | -8.7%[57.5 µM] | 12.4% | -6.2% | 6.4% | 4.8 | 0.5%
C=CCNC(=S)NNC(=O)C(CC(C)C)CC(C)O (stereo not given) | -0.2 | -1.7% | 0.8% | -2.9% | 3.1% | 1.6% | 9.9% | 8.9 | -4.4%
COc1ccc(NS(=O)(=O)c2csc(C(=O)N3CCCC3)c2)c(OC)c1 | 0.7 | 1.3% | -5.0% | -24.1% | 0.3% | -10.8% | 8.9% | -0.8 | 19.0%
CCOC(=O)c1cnc2ccc(C)cc2c1NCCO | -0.2 | -2.9% | -1.2% | i | -0.6% | -0.6% | 10.9% | 11.2 | 13.0%
CC(C)CCOc1ccc(C(CC(N)=O)C(=O)O)cc1 (stereo not given) | 1.0 | -16.6% | -18.3% | -23.7%[57.5 µM] | -7.3% | -1.4% | 2.3% | 0.5 | 11.1%
O=C(COc1ccc(/C=N/NC(=O)c2ccccc2Br)cc1)Nc1ccccc1 | -4.0 | 5.9% | 4.9% | -19.8% | -2.1% | 3.5% | -1.3% | 4.8 | -12.4%
CCCCCCCCCn1ccc(=N)cc1 | -1.0 | -2.4% | 3.2% | -50.2% | ? | 0.7% | 5.9% | 6.1 | ?
COC(=O)c1cc(NC(=S)NC(=O)c2ccccc2)ccc1N1CCOCC1 | -0.9 | 5.6% | 4.0% | -55.6%[inhibitor] | 4.4% | -7.1% | 11.5% | 1.3 | 21.4%
O=C(CCCNC(=O)/C(=C/c1ccc(F)cc1)NC(=O)c1ccccc1)OCc1ccccc1 | 0.5 | -5.1% | 12.4% | -13.0% | -20.8% | -5.0% | 2.9% | 1.2 | ?
COc1ccc2c(c1)cc(C(O)c1ccccn1)n2S(=O)(=O)c1ccccc1 (stereo not given) | 0.2 | -0.1% | -9.2% | i | -11.8% | 3.8% | -3.3% | 2.1 | -11.2%
C[C@H](CO)N1C[C@H](C)[C@@H](CN(C)C(=O)Nc2ccc(C(F)(F)F)cc2)Oc2ccc(NC(=O)c3ccncc3)cc2C1=O | 0.4 | -2.8% | -2.0% | -16.6% | 10.2% | -10.3% | 2.3% | -0.5 | 1.8%
COC(=O)CN1C(=S)N(c2ccc(Cl)cc2)C(=O)C1CC(=O)Nc1ccc(F)cc1 (stereo not given) | 0.6 | -0.4% | ? | i | 2.7% | -19.8% | -16.6% | 18.8 | ?
CCn1c(=O)c2sccc2n2c(CCCC(=O)NC3CCN(Cc4ccccc4)CC3)nnc12 | -1.0 | -6.2% | 4.8% | -0.8% | -3.8% | -16.5% | -4.7% | -1.2 | 13.2%
CCSc1nnc(Cc2cc(=O)[nH]c(=O)[nH]2)n1-c1ccc(Cl)cc1 | -2.5 | -3.9% | 12.7% | i | -4.7% | 2.7% | -5.5% | -2.7 | -7.7%
COc1ccc(OCC(=O)Nc2cccc(OC)c2)cc1 | -3.0 | 9.2% | -0.4% | i | 1.9% | 1.7% | 8.2% | 0.3 | -4.7%
O=C(COc1ccc(Br)cc1)NCCO | -0.7 | -0.1% | -1.5% | i | 0.6% | -5.8% | -3.1% | -5.0 | 16.4%
O=C(Nc1ccccc1)c1ccccc1OCc1ccc(F)cc1 | 0.5 | 12.6% | 0.8% | -50.5%[inhibitor] | 8.6% | -9.5% | 14.4% | 14.6 | -25.6%
CC(=O)c1sc2nc(-c3ccc(C)cc3)c3c(c2c1N)CCCC3 | -2.6 | 15.5% | -6.5% | i | 399.1%[activator] | -16.2% | 7.0% | 11.0 | -20.7%
Cc1ccc(CSc2nnc(NC(=O)Cn3cnc4ccccc4c3=O)s2)cc1 | -3.1 | 0.9% | 9.4% | -30.6%[inhibitor] | 0.5% | -0.4% | -6.2% | 3.2 | -3.4%
COc1cc(NC(=O)c2ccco2)c(OC)cc1NC(=O)CCC(=O)Nc1cc(C)cc(C)c1 | -2.8 | -3.7% | 1.7% | i | -9.2% | -3.2% | -15.7% | 1.7 | 0.0%
COc1ccc(OC)c(S(=O)(=O)CC(O)COc2ccccc2Cl)c1 (stereo not given) | 1.6 | 0.4% | -1.6% | -1.6% | 5.1% | 3.2% | -8.0% | 2.9 | 0.9%
Clc1nc(NCCc2ccccc2)c2cn[nH]c2n1 | -0.9 | ? | -21.2% | -17.1% | 3.6% | -8.3% | -4.2% | 1.5 | 109.4%[activator]
CCOC(=O)c1ccc(NS(=O)(=O)c2ccc3c(c2)n(C)c(=O)n3C)cc1 | -0.2 | 1.4% | -28.6% | -79.6%[inhibitor] | 1.7%&2.7% | -10.0% | -6.4% | 3.9 | 36.0%&0.5%
C[C@H](NC(=O)c1ccco1)C(=O)Nc1cccc([N+](=O)[O-])c1 | 1.3 | 5.1% | -0.6% | -0.5% | 2.7% | -7.1% | 0.8% | 1.7 | 7.5%
Fc1cnc(N/N=C/c2ccc(-c3ccc(Br)cc3)o2)nc1N1CCOCC1 | 0.5 | 13.1% | -3.1% | i | -3.1% | -0.9% | 3.4% | 8.9 | 0.3%
O=C(COC(=O)/C=C/c1ccc2c(c1)OCO2)Nc1ccccc1 | 1.7 | 8.7% | 11.6% | -11.7% | 16.3% | -5.0% | -4.6% | -4.9 | 5.4%

3 entries from above, sorted by number of heavy atoms, lowest first:
mol | IL2 activator | GLP1R ag | EPAC1 antagonist | PTHR1 ag | HEK293 tox | PLK1 PBD inh | EPAC1 ag | PI5P4Ka inh | GLP-1R inv ag
O=C(COc1ccc(Br)cc1)NCCO | -0.7 | -0.1% | -1.5% | i | 0.6% | -5.8% | -3.1% | -5.0 | 16.4%
O=C(Nc1ccccc1)c1ccccc1OCc1ccc(F)cc1 | 0.5 | 12.6% | 0.8% | -50.5%[inhibitor] | 8.6% | -9.5% | 14.4% | 14.6 | -25.6%
COC(=O)c1cc(NC(=S)NC(=O)c2ccccc2)ccc1N1CCOCC1 | -0.9 | 5.6% | 4.0% | -55.6%[inhibitor] | 4.4% | -7.1% | 11.5% | 1.3 | 21.4%

Carrying on:
mol | IL2 activator | GLP1R ag | EPAC1 antagonist | PTHR1 ag | HEK293 tox | PLK1 PBD inh | EPAC1 ag | PI5P4Ka inh | GLP-1R inv ag
CC(C)(C)S(=O)(=O)c1cnc(-c2ccc(Cl)cc2)nc1N | 1.3 | -3.4% | 0.6% | -9.1% | -1.3% | 3.7% | 7.6% | 4.8 | 14.2%
CC(C)(C)OC(=O)N1CCC(C(=O)Nc2cccc(C(=O)NCCCCc3ccccc3)c2)CC1 | -0.6 | -0.5% | -17.7% | -4.8% | 2.4% | -8.1% | -18.8% | 7.1 | 0.0%
C=C(C)Cn1c(SCC#N)nc2ccccc2c1=O | -0.1 | 25.5% | -5.8% | i | -7.5% | -4.7% | -0.4% | -5.8 | -7.1%
COC(=O)CSc1nnc(CNC(=O)c2cc(OC)c(OC)c(OC)c2)n1C | -2.3 | -4.9% | 2.3% | i | 2.5% | -6.3% | -4.1% | nt | -2.9%
O=C1C2C3C=CC(C2C(=O)N1C1CCCCC1)C1C(=O)N(C2CCCCC2)C(=O)C31 (stereo not given) | -0.3 | 3.7% | 8.3% | -7.4% | -4.4% | -0.7% | 1.9% | 1.9 | -4.2%
O=C(CN(CC1CCCO1)C(=O)Cn1nnc(-c2ccc(F)cc2)n1)NC1CCCCC1 (stereo not given) | -2.9 | 0.8% | -11.5% | -13.1%[57.5 µM] | -0.6% | -1.5% | -7.0% | nt | 0.0%
CCCCS(=O)(=O)N1CCCC(C(=O)Nc2ccc(Cl)cn2)C1 (stereo not given) | -0.7 | 5.4% | -3.8% | -8.5% | 6.4% | -5.1% | -2.1% | 2.8 | ?
O=C1CN(c2ccccc2)C(=O)N1 | 1.3 | 5.2% | 3.3% | -5.7% | 8.4% | -3.3% | 4.6% | -5.5 | 21.3%
Cc1ccc(N2N=C(c3ccc(F)cc3)CC2c2ccco2)cc1 (stereo not given) | -0.3 | -3.8% | -13.0% | -17.9% | 37.7%[activator] | -1.2% | -12.1% | 7.2 | ?
COc1ccccc1NC(=O)N1CCN(S(C)(=O)=O)CC1 | 0.7 | 4.6% | -17.7% | i | 6.8% | -25.4% | -1.2% | -3.1 | 10.2%
FC(F)(F)Oc1ccc(NC(=S)NCc2ccccc2)cc1 | -0.8 | 9.3% | ? | -40.9%[inhibitor] | ? | -4.4% | 1.0% | 14.9 | ?
CCn1c(COc2ccccc2)nnc1SCC(=O)Nc1ccc(N2CCOCC2)cc1 | -0.1 | 17.3% | -21.4% | i | -2.6% | -6.1% | 9.0% | 0.4 | 60.2%[activator]
CCOc1ccc(C(=O)NCC(=O)NC(C)c2ccc(-n3ccnc3)cc2)cc1OCC (stereo not given) | -4.0 | 15.9% | -7.2% | -10.7% | 17.6% | -1.6% | 1.8% | -5.4 | 18.5%
COc1cc(OC)c(CN2CCCCCCC2)cc1Br | -2.6 | -17.1% | 8.4% | -18.1%[57.5 µM] | -4.4% | -0.6% | -4.5% | nt | -27.3%
Cc1ccc(S(=O)(=O)N2CCCN(C)c3nc4ccccc4nc32)cc1 | 0.4 | 8.4% | -11.0% | -35.5%[inhibitor] | -14.8% | -16.0% | 10.1% | -2.8 | -75.8%
Cc1nnc(SCC(=O)Nc2ccc(Cl)cn2)s1 | -0.5 | -2.7% | 0.5% | i | -11.8% | 3.4% | 1.0% | 1.5 | 4.5%
